Assay outcomes: PubChem, several laboratories
IDE act – activators of human insulin-degrading enzyme in cells; P14735; HEK cells, FAbeta-B cleavage, fluorescence polarization; 0% vehicle, 100% cell-free pure enzyme wells; activation, % at 5.96 µM; actives 0.073% (n = 340,000);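 active means activation above the mean of all tested compounds plus 3 SD, set per screening campaign, cut at about 17% in these data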
Target sequence (P14735 whole entry, looked up): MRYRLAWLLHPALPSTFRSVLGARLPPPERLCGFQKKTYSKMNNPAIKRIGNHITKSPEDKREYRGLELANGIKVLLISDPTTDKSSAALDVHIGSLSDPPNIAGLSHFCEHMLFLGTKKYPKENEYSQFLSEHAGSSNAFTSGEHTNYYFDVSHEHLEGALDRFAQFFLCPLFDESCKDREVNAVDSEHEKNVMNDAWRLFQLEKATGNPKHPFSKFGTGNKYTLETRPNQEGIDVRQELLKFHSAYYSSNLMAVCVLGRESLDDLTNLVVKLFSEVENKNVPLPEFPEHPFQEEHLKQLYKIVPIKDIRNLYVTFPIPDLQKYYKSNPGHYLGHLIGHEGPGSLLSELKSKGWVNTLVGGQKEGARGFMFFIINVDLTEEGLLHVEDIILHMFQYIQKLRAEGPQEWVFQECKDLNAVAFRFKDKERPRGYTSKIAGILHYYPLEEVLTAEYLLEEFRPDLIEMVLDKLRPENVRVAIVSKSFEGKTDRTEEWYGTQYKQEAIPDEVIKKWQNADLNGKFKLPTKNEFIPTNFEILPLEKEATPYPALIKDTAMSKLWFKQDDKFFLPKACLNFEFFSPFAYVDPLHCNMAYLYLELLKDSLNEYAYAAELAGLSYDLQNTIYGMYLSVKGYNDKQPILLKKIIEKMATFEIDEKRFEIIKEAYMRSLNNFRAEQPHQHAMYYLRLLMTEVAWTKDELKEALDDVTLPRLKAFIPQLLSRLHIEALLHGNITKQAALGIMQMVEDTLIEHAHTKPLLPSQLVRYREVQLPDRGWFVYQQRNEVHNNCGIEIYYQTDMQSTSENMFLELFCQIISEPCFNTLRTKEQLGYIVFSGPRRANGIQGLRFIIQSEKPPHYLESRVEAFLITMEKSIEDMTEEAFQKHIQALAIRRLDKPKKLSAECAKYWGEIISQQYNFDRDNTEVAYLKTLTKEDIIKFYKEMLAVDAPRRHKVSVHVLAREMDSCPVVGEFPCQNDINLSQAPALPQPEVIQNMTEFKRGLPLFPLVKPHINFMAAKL
VIM-2 inh – inhibitors of Pseudomonas aeruginosa VIM-2 metallo-beta-lactamase; purified VIM-2, nitrocefin hydrolysis, epi-absorbance fluorescence; inhibition, % at 5.6 µM; actives 0.89% (n = 290,000); AID 1527;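 active means inhibition above the mean of all tested compounds plus 3 SD, cutoff set per screening run, cut at about 7.5% in these data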;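 further: red hydrolysis product quenches plate fluorescence so inhibitors raise well fluorescence; 0% = enzyme with DMSO and 100% = DMSO without enzyme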
p-CIP stab down – p/CIP protein destabilization. F442A p/CIP-EGFP cells, EGFP fluorescence, 16 h. decrease of EGFP signal, % at 10 µM. actives 0.01% (n = 290,000);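 active means EGFP signal decrease of at least 30% at 10 µM or well 3 SD below plate mean, unless failing retest; inactive means the rest, including hits failing retest or dose response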; further: some compounds called inactive have numbers as strong as hits; many of its hits are not listed in these tables
IDE inh – cellular human IDE inhibition; P14735; HEK cells, FAbetaB cleavage, fluorescence polarization; inhibition, % at 5.59 µM; actives 0.41% (n = 320,000);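 active means percent inhibition above the average of all tested compounds plus 3 SD, set per screening campaign, cut at about 16% in these data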;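 further: IDE supplied by intact live HEK cells; FP after avidin binding of uncleaved biotin substrate so inhibition keeps polarization high; 0% = DMSO wells and 100% = 60 µM reference IDE inhibitor Ii1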
HCV NS3 hel inh – blocks Hepatitis C virus NS3 helicase unwinding | NS3 helicase DNA unwinding, Cy5 molecular beacon fluorescence | inhibition, % at 10.9 µM | actives 0.56% (n = 290,000);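 active means inhibition above the mean of all tested compounds plus 3 SD, set per campaign, cut at about 35% in these data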;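 further: 0% = DMSO wells and 100% = thioflavine S control wells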
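Assay system – hepatitis C virus NS3 helicase domain fragment enzyme · Buffer or medium – MOPS pH 6.5, MgCl2, DTT, Tween20, BSA · Reagent – Cy5/quencher beacon DNA duplex and ATP to start · Compound – single 10.9 µM dose · Timing – 1 h at 25 °C · Technique – Cy5 beacon fluorescence read at start and 1 h · Measure – % inhibition of unwinding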
M18AAP inhibitor – PfM18AAP enzyme inhibition | recombinant PfM18AAP, H-Glu-NHMec fluorogenic cleavage | inhibition, % at 7.35 µM | actives 1.2% (n = 290,000);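 active means inhibition above the campaign mean inhibition over all tested compounds plus 3 SD, cut at about 28% in these data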;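 further: 0% = plate median of test compound wells and 100% = 2 mM ZnCl2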
FID counter – counter-screen for HCV NS3 helicase inhibitors: DNA intercalator displacement | AID 1845 | actives 0.17% (n = 290,000) | DNA fluorescent intercalator displacement, fluorescence | inhibition, % at 7.9 µM; in the data active means inhibition above about 37%;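 further: 0% = vehicle and 100% = reference compound; higher means more ethidium bromide displaced from hairpin DNA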
IMP-1 inhibitor – inhibitors of Pseudomonas aeruginosa IMP-1 metallo-beta-lactamase. purified IMP-1, nitrocefin hydrolysis, epi-absorbance fluorescence. actives 0.45% (n = 290,000). AID 1556. inhibition, % at 5.6 µM;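 active means inhibition above the mean plus 3 SD of all compounds in the same screening run, cut at about 4.5% in these data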;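 further: 0% = IMP-1 with DMSO and 100% = DMSO wells lacking enzyme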
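System: purified IMP-1; amount: IMP-1 0.2 nM before substrate addition; compound: single dose, 5.6 µM; times: 25 °C, 15 min preincubation, 25 min reaction; signal: Epi-absorbance via hydrolysed-nitrocefin quenching of white-plate fluorescence, 480/530 nm, EDTA stop; benchmarks: DMSO with and without IMP-1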
UBC9 SUMO inh – blocks human SUMOylation mediated by UBC9; P63279; HTRF SUMOylation assay, SAE1/SAE2 + UBC9, in vitro; inhibition, % at 35 µM; actives 0.36% (n = 290,000); AID 2006; in the data active means inhibition above about 50%, passing the limit was not always enough; further: strong numbers were not always called active
Active calls of the source: *.

How did CC12CC(c3ccccc3O1)C(/C(N)=N/NC(=O)c1ccc(F)cc1)C(=O)N2 (configuration not stated) do in these assays?
IDE act: 1.5; VIM-2 inh: -2.4; p-CIP stab down: 5.1; IDE inh: -3.2; HCV NS3 hel inh: 3.4; M18AAP inhibitor: 3.3; FID counter: 0.3; IMP-1 inhibitor: -5.6; UBC9 SUMO inh: -10.3

How did CN(C(=O)COC(=O)c1nc(Cl)ccc1Cl)C1CCS(=O)(=O)C1 (configuration not stated) do in these assays?
IDE act: 3.7; VIM-2 inh: -3.7; p-CIP stab down: -11.5; IDE inh: -1.0; HCV NS3 hel inh: 3.5; M18AAP inhibitor: -4.2; FID counter: -6.1; IMP-1 inhibitor: -3.4; UBC9 SUMO inh: -3.6

Results for O=C(COc1ccc2ccccc2c1)N/N=C/C1CC=CCC1 (configuration not stated) ?
IDE act: 2.6; VIM-2 inh: -6.0; p-CIP stab down: -9.3; IDE inh: 3.1; HCV NS3 hel inh: 0.1; M18AAP inhibitor: -1.7; FID counter: -5.7; IMP-1 inhibitor: -2.7; UBC9 SUMO inh: 4.8

What do the screens show for `Cc1cc(C)cc(N(CC(=O)NCc2ccco2)S(=O)(=O)c2c(C)noc2C)c1`?
IDE act: 3.2; VIM-2 inh: -1.5; p-CIP stab down: -7.3; IDE inh: 0.2; HCV NS3 hel inh: -3.8; M18AAP inhibitor: 1.6; FID counter: -24.6; IMP-1 inhibitor: -3.1; UBC9 SUMO inh: 13.8

How did CCN(CC)C(=O)N1CCC(NC(=O)c2ccccc2)CC1 do in these assays?
IDE act: 6.1; VIM-2 inh: -3.3; p-CIP stab down: -7.1; IDE inh: 3.5; HCV NS3 hel inh: 5.6; M18AAP inhibitor: -1.1; FID counter: -1.1; IMP-1 inhibitor: -0.3; UBC9 SUMO inh: -26.4

How did NS(=O)(=O)c1ccc(CNC(=O)Cc2ccsc2)cc1 do in these assays?
IDE act: 1.5; VIM-2 inh: 0.0; p-CIP stab down: -5.6; IDE inh: -4.1; HCV NS3 hel inh: 6.7; M18AAP inhibitor: -2.6; FID counter: -1.4; IMP-1 inhibitor: -0.2; UBC9 SUMO inh: 1.9

Results for CC(=O)Nc1ccc2c(c1)ncn2C1CCCCC1 ?
IDE act: 2.5; VIM-2 inh: 0.3; IDE inh: 1.9; HCV NS3 hel inh: 1.1; M18AAP inhibitor: -6.7; FID counter: -2.5; IMP-1 inhibitor: -3.4

Results for CC1CCN(S(=O)(=O)c2ccc3c(c2)N(CC(=O)NCCCN(Cc2ccccc2)C(C)C)C(=O)CO3)CC1 ?
IDE act: 5.9; VIM-2 inh: -2.2; p-CIP stab down: -19.7; IDE inh: 0.5; HCV NS3 hel inh: -31.1; M18AAP inhibitor: -12.4; FID counter: 32.7; IMP-1 inhibitor: 0.1; UBC9 SUMO inh: -5.9

Results for Cc1ccc(CN2CCN(Cc3ccc(-n4cccn4)cc3)CC2CCO)cc1 (configuration not stated) ?
IDE act: 3.5; VIM-2 inh: 0.1; p-CIP stab down: -23.5; IDE inh: 2.1; HCV NS3 hel inh: -4.1; M18AAP inhibitor: -7.1; FID counter: 3.7; IMP-1 inhibitor: -2.3; UBC9 SUMO inh: 15.6

Results for COc1ccc(Br)cc1C(=O)Nc1cccc(C)c1C ?
IDE act: 3.5; VIM-2 inh: -3.2; p-CIP stab down: -7.4; IDE inh: 2.6; HCV NS3 hel inh: 10.0; M18AAP inhibitor: 1.0; FID counter: -1.4; IMP-1 inhibitor: -3.1; UBC9 SUMO inh: 2.4

What do the screens show for `CC(C)(C)c1ccc(/C=N/Nc2cccc(C(=O)O)c2)cc1`?
IDE act: 6.6; VIM-2 inh: -1.0; p-CIP stab down: -2.7; IDE inh: 3.0; HCV NS3 hel inh: 23.3; M18AAP inhibitor: 30.5*; FID counter: -22.2; IMP-1 inhibitor: -0.9; UBC9 SUMO inh: 15.2

Results for O=[N+]([O-])C(=C1Nc2ccccc2N1)/C(Cl)=C(/Cl)Br ?
IDE act: 1.3; VIM-2 inh: -2.7; p-CIP stab down: 2.2; IDE inh: -0.7; HCV NS3 hel inh: 2.8; M18AAP inhibitor: 3.3; FID counter: 8.1; IMP-1 inhibitor: -7.7; UBC9 SUMO inh: -7.1

How did CCCN(CCC)CCCNC(=O)Cn1cnc2sc(C)c(S(=O)(=O)N3CCCCC3)c2c1=O do in these assays?
IDE act: -5.3; VIM-2 inh: 0.1; p-CIP stab down: -20.9; IDE inh: -3.7; HCV NS3 hel inh: -10.1; M18AAP inhibitor: -6.4; FID counter: 0.7; IMP-1 inhibitor: -1.8; UBC9 SUMO inh: 5.0

Results for CCC(=O)Nc1cccc(C(=O)Nc2nccs2)c1 ?
IDE act: 1.9; VIM-2 inh: -2.4; p-CIP stab down: -9.2; IDE inh: 0.2; HCV NS3 hel inh: 1.4; M18AAP inhibitor: -1.9; FID counter: 4.2; IMP-1 inhibitor: -3.4; UBC9 SUMO inh: -3.2

Results for Cc1cc(S(=O)(=O)Nc2cccc(Cl)c2)c(C)s1 ?
VIM-2 inh: -1.6; p-CIP stab down: 2.6; IDE inh: -0.2; HCV NS3 hel inh: -9.1; M18AAP inhibitor: 0.5; FID counter: -5.5; IMP-1 inhibitor: -2.2; UBC9 SUMO inh: 2.7

Results for CN(C)S(=O)(=O)c1cccc(NC(=O)COC(=O)/C=C/c2ccc([N+](=O)[O-])cc2)c1 ?
IDE act: 4.0; VIM-2 inh: -1.8; p-CIP stab down: -7.8; IDE inh: 3.1; HCV NS3 hel inh: -5.6; M18AAP inhibitor: -5.1; FID counter: 5.7; IMP-1 inhibitor: -3.2; UBC9 SUMO inh: -3.2

How did COc1ccc(C(CC(=O)Nc2ncccc2C)N2Cc3ccccc3C2=O)cc1 (configuration not stated) do in these assays?
IDE act: 5.0; VIM-2 inh: -5.8; p-CIP stab down: -3.4; IDE inh: 5.9; HCV NS3 hel inh: 6.8; M18AAP inhibitor: 2.2; FID counter: -34.1; IMP-1 inhibitor: -4.9; UBC9 SUMO inh: 12.0

How did Cc1ccc(CN2CCNC(=O)C2CC(=O)N2CCN(c3ncccn3)CC2)o1 (configuration not stated) do in these assays?
IDE act: -0.4; VIM-2 inh: -2.6; p-CIP stab down: -12.9; IDE inh: -3.0; HCV NS3 hel inh: 11.5; M18AAP inhibitor: -8.1; FID counter: -8.5; IMP-1 inhibitor: -2.4; UBC9 SUMO inh: -2.8

How did CCOc1ccc2nc(N(CCCN(C)C)C(=O)c3ccc(S(=O)(=O)N4CCc5ccccc5C4)cc3)sc2c1 do in these assays?
IDE act: -5.2; VIM-2 inh: -0.9; p-CIP stab down: 9.9; IDE inh: 3.6; HCV NS3 hel inh: -31.3; M18AAP inhibitor: -2.3; FID counter: 36.5; IMP-1 inhibitor: -2.4; UBC9 SUMO inh: 3.4

What do the screens show for `CN1CCN(c2nc3c(c(=O)n(C)c(=O)n3C)n2CCSc2nnnn2-c2ccccc2)CC1`?
IDE act: -0.3; VIM-2 inh: -0.6; p-CIP stab down: -2.1; IDE inh: -0.4; HCV NS3 hel inh: 2.5; M18AAP inhibitor: -0.9; FID counter: -3.6; IMP-1 inhibitor: -4.5; UBC9 SUMO inh: 12.5

What do the screens show for `CNC(=S)N1CCC(c2nc3ccccc3s2)CC1`?
IDE act: 7.4; VIM-2 inh: -2.3; p-CIP stab down: -6.9; IDE inh: 1.2; HCV NS3 hel inh: 0.0; M18AAP inhibitor: 1.9; FID counter: -6.7; IMP-1 inhibitor: -1.4; UBC9 SUMO inh: 21.1

Results for Nc1ncc(Br)cc1S(=O)(=O)NCCc1ccccc1 ?
IDE act: 4.4; VIM-2 inh: -0.2; p-CIP stab down: -12.2; IDE inh: -3.9; HCV NS3 hel inh: -8.1; M18AAP inhibitor: -2.5; FID counter: -7.7; IMP-1 inhibitor: -3.0

Results for COc1ccc(C)cc1NC(=O)c1ccc([N+](=O)[O-])cc1[N+](=O)[O-] ?
IDE act: 5.8; VIM-2 inh: -2.5; p-CIP stab down: -13.8; IDE inh: 5.3; HCV NS3 hel inh: -1.2; M18AAP inhibitor: 2.9; FID counter: 3.4; IMP-1 inhibitor: -3.2; UBC9 SUMO inh: 9.0

Results for O=C(CSc1ccccc1)Nc1ccc2c(c1)OCO2 ?
IDE act: -2.7; VIM-2 inh: 1.6; p-CIP stab down: -5.4; IDE inh: -3.9; HCV NS3 hel inh: -3.4; M18AAP inhibitor: -6.1; FID counter: -4.9; IMP-1 inhibitor: 0.4; UBC9 SUMO inh: 4.0

Results for COc1ccc(CCNc2ccc(C(CC(N)=O)NC(=O)c3ccc(Br)cc3)cc2[N+](=O)[O-])cc1 (configuration not stated) ?
IDE act: -4.0; p-CIP stab down: -19.2; IDE inh: -4.6; UBC9 SUMO inh: 49.0

What do the screens show for `COc1cc(-c2nc(N)n[nH]2)cc(OC)c1OC`?
IDE act: 0.4; VIM-2 inh: -1.9; p-CIP stab down: -10.1; IDE inh: -2.1; HCV NS3 hel inh: 8.1; M18AAP inhibitor: 1.4; FID counter: 2.4; IMP-1 inhibitor: -2.7; UBC9 SUMO inh: 16.5

Results for Cc1nn(Cc2ccccc2)c(C)c1NS(=O)(=O)c1ccccc1 ?
IDE act: -2.5; VIM-2 inh: -3.5; p-CIP stab down: 0.3; IDE inh: -0.8; HCV NS3 hel inh: -4.7; M18AAP inhibitor: -0.8; FID counter: -20.3; IMP-1 inhibitor: -4.0; UBC9 SUMO inh: 3.7

Results for CC1(C)CC2(CC(c3ccccc3)Oc3cc(O)ccc32)NC(=O)N1 (configuration not stated) ?
VIM-2 inh: -0.6; p-CIP stab down: -0.5; IDE inh: -2.7; HCV NS3 hel inh: 2.9; M18AAP inhibitor: 0.6; FID counter: -10.7; IMP-1 inhibitor: -2.8; UBC9 SUMO inh: -2.9

Results for CC(C)CCn1nnnc1CN1CCN(C(=O)c2ccco2)CC1 ?
IDE act: 2.6; VIM-2 inh: -0.9; p-CIP stab down: -10.4; IDE inh: -4.8; HCV NS3 hel inh: -1.5; M18AAP inhibitor: -3.6; FID counter: -7.9; IMP-1 inhibitor: -1.4; UBC9 SUMO inh: -1.7

How did COc1ccc([N+](=O)[O-])cc1NC(=O)c1ccc(N(Cc2ccccc2Cl)S(C)(=O)=O)cc1 do in these assays?
IDE act: 3.5; VIM-2 inh: -2.7; p-CIP stab down: -12.3; IDE inh: -0.1; HCV NS3 hel inh: -11.9; M18AAP inhibitor: 4.3; FID counter: 3.1; IMP-1 inhibitor: -3.4; UBC9 SUMO inh: 2.5

What do the screens show for `O=C(CCN1CCOCC1)N/N=C/c1cc([N+](=O)[O-])ccc1OC(F)F`?
IDE act: 1.8; VIM-2 inh: -1.6; p-CIP stab down: -12.8; IDE inh: -0.6; HCV NS3 hel inh: 14.8; M18AAP inhibitor: 8.1; FID counter: -0.1; IMP-1 inhibitor: -1.4; UBC9 SUMO inh: 10.5

How did O=C(CN1C(=O)C2C3C=CC(C4CC34)C2C1=O)NCc1ccco1 (configuration not stated) do in these assays?
IDE act: -6.5; VIM-2 inh: -2.1; p-CIP stab down: -15.3; IDE inh: 2.6; HCV NS3 hel inh: 3.5; M18AAP inhibitor: 7.3; FID counter: 0.6; IMP-1 inhibitor: -3.5; UBC9 SUMO inh: 7.6
